Screening results from PubChem BioAssay.
CFTR F508del cor = CFTR F508del correction in bronchial cells | activity (quench increase), % at 7.58 µM | CFBE cells, YFP halide quenching; stimulated with forskolin plus potentiator P3; % fluorescence drop versus neutral controls | actives 0.36% (n = 350,000);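 active = mean added fluorescence quench of at least 8% versus neutral control, with both replicates also reaching 8%; inconclusive = only one of the mean or replicate conditions met; inactive = mean below 8% and not both replicates reaching 8%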;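 also: cells transiently co-express mutant CFTR-F508del with the halide-sensitive YFP; corrector assay measuring rescue of mutant channel to the surface after 24 h compound exposure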
XiGFP reactiv = reactivates the inactive X chromosome in mouse fibroblasts | actives 0.055% (n = 360,000) | activation, % at 7.58 µM | XiGFP mouse fibroblasts, % GFP-positive cells imaging, 3 d; cells co-treated with 5-aza-dC sensitizer; scaled so ellipticine positive control = 100%;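 active = mean normalized replicate activation at least 10% and every replicate at or above 10%; inconclusive = only one of the two criteria met; inactive = mean below 10% and not all replicates reach 10%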;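 also: 0% = median of on-plate neutral control wells and 100% = ellipticine 6 µM median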
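Material: XiGFP fibroblasts, SV40-immortalized; Buffer or medium: DMEM containing 5-aza-dC; Compound dosing: single point; Times: 3 days compound exposure.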
GSIS activator = GLuc luminescence reporter in INS-1E cells, primary screen for activators of glucose-dependent secretion of insulin; INS-1E GLuc reporter insulin secretion, 2-3 h; activation, % at 16.6 µM; actives 0.61% (n = 370,000); AID 743287;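 active = lowest replicate activation of at least 40%, so every replicate reaches that level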;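 also: 0% = median of neutral control wells and 100% = median of IBMX positive control wells; some compounds called inactive have numbers as strong as hits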
PAX8 inh HTS = PAX8 transcriptional activity inhibition | RMG-I TPO-luciferase reporter, SteadyGlo, 24 h | inhibition, % at 12.6 µM | actives 1.2% (n = 360,000);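 active = mean replicate inhibition at least 60% with every replicate also reaching 60%; inconclusive = only one of the two criteria is met; inactive = mean below 60% and not all replicates reaching 60%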;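 also: luciferase light reporting Pax8 driven TPO promoter activity; plate controls were median of neutral control wells for no effect and mitoxantrone controls for full effect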
ARNT TACC3 PPI = disrupts binding between human ARNT and TACC3; Q9Y6A5; AlphaScreen His-ARNT PAS-B/GST-TACC3 binding, luminescence; TACC3 fragment carries E629A point mutation; inhibition, % at 9.99 µM; actives 0.66% (n = 390,000);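 active = mean inhibition of replicates at least 50% and at least half of replicates each reaching 50%; inconclusive = half or more replicates reach 50% but mean below 50%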;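 also: 0% = complete ARNT plus TACC3 wells and 100% = ARNT alone without TACC3; many hits fall short of the cut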
ERp5 block = ERp5 (human) disulfide isomerase inhibition | inhibition, % at 9.99 µM | Q15084 | ERp5 insulin aggregation, absorbance 650 nm, 90 min | actives 0.05% (n = 350,000);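 active = mean replicate inhibition above about 25%, with every replicate also reaching it, limit read from the data, passing the limit was not always enough; inconclusive = only one of those two criteria met; inactive = neither criterion met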
Target sequence (Q15084 whole entry, looked up): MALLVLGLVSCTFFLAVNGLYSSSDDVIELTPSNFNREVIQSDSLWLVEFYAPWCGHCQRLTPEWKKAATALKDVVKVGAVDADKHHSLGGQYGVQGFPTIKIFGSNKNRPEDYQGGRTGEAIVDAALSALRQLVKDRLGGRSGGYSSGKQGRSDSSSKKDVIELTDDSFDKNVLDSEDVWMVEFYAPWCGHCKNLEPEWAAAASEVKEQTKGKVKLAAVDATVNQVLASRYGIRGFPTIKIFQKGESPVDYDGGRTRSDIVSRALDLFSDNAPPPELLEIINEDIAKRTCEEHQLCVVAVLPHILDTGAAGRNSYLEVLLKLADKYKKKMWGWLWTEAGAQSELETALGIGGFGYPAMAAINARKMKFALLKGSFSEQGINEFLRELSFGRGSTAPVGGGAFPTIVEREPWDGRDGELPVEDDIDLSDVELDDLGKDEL
EWS-Fli block = inhibitors of EWS/Fli oncoprotein transcriptional activity. A673 NR0B1-luciferase reporter, viability-normalised. inhibition, % at 12.6 µM. actives 0.67% (n = 350,000). AID 651661;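 active = mean inhibition of at least 50% after viability correction, with every replicate also passing that limit; inconclusive = mean reaches 50% but only one of two replicates passes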;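 also: firefly luciferase signal divided by Alamar Blue viability fluorescence both relative to DMSO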
DENV2 CPE rescue = DENV2-induced cell death inhibition. AID 651640. actives 1.7% (n = 350,000). DENV2-infected cells, cytopathic effect rescue, plate reader. CPE inhibition, % at 9.99 µM; in the data active = CPE inhibition above about 20%, passing the limit was not always enough; inconclusive = no clear call, values can overlap the other calls; tested in BHK-21 cells;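 also: 0% = median of neutral control wells and 100% = median of positive control wells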
* hit, by the source's call; ? = inconclusive; . = no result given; & = joins results of further samples. Not a hit list; about 4.2% have a hit in one of these screens.

SMILES	CFTR F508del cor	XiGFP reactiv	GSIS activator	PAX8 inh HTS	ARNT TACC3 PPI	ERp5 block	EWS-Fli block	DENV2 CPE rescue
Cc1ccc2c(c1)c1n[nH]c(=S)nc1n2CCc1ccccc1	-0.2	0.1	10	-16	-11	-2	29	-4
CC(O)(c1ccc(F)c(F)c1)c1nc(/C=C/c2ccccc2)cs1 (stereo not drawn)	3.6	0.0	-28	-5	.	2	-5	-2
CCN(CC(=O)Nc1c(F)cccc1F)C(=O)c1ccc(N2CCCC2)c([N+](=O)[O-])c1	-0.6	0.3	-1	10	4	1	-2	7
CCC(=O)N1CCCCN2[C@H](CO)[C@@H](c3ccc(C#CCOC)cc3)[C@@H]2C1	-0.9	0.1	18	-22	-7	1	-14	-1
COc1ccccc1CNC(=O)C1CCCN(S(=O)(=O)c2cccc3cccnc23)C1 (stereo not drawn)	-0.6	0.1	-6	-3	.	-8	-5	4
O=C1CCc2cc(S(=O)(=O)N3CCCCC3)cc3c2N1CC3	1.8	0.0	-7	9	-7	5	1	3
Cc1cccc(C)c1NC(=O)C(c1ccc(-c2ccccc2)cc1)n1c(=O)c(-c2ccco2)nc2ccccc21 (stereo not drawn)	-2.8	0.0	-7	26	.	-2	-2	9
Cc1noc(C)c1S(=O)(=O)N(C)C[C@@H]1Oc2ccc(NC(=O)Cc3cn(C)c4ccccc34)cc2CC(=O)N([C@H](C)CO)C[C@H]1C	1.3	-0.9	0	.	2	-2	4	-4
O=[N+]([O-])C(=C1SCCS1)C(=C(Cl)Cl)N1CCCCC1	-1.1	0.0	-21	4	7	4	7	-2
C[C@@H](C(=O)NCCc1c[nH]c2ccccc12)[C@H]1C[C@]1(C)[C@H](NC(=O)OCc1ccccc1)c1ccccc1	0.9	0.1	0	41	-20	1	0	-2
C[C@@H]1CN([C@H](C)CO)C(=O)CCCn2nncc2CO[C@H]1CN(C)C(=O)Nc1ccc(N2CCCCC2)cc1	-2.7&-1.6&-0.4	0.3&0.7	-2&-1	-10&1	2&5	3&-1&-1	-4&-5&3	-5&-3&-4
C(=N\NC1=Nc2cccc3cccc1c23)/c1ccccc1	.	0.8	11	-100	8	.	.	.
CC1(NC(=O)c2cccc(S(=O)(=O)N3CCN(c4ccc(F)cc4)CC3)c2)CCS(=O)(=O)C1 (stereo not drawn)	2.7	0.2	-26	12	-1	-5	6	-8
CCCNC(=O)N1CC2(C1)CN(Cc1cccc(OC)c1)[C@H](CO)c1[nH]c3cc(OC)ccc3c12	-1.0	0.3	2	.	.	-6	2	-7
C[C@@H]1CN([C@H](C)CO)C(=O)c2cc(N(C)C)ccc2O[C@@H](C)CCCCO[C@H]1CN(C)C(=O)Nc1ccc2c(c1)OCO2	-1.0	-1.1	-1	4	.	.	-4	.
COc1cccc(CN2C(=NC(=O)CCC3CCCC3)SC3CS(=O)(=O)CC32)c1 (stereo not drawn)	-3.1	0.0	-1	-10	7	.	5	0
Cc1ccc(NC(=O)COC(=O)[C@@H]2CC(O)CN2S(=O)(=O)c2ccc3c(c2)OCCO3)cc1 (stereo partly drawn)	-1.2	0.1	-2	-19	7	.	-1	0
C[C@@H]1CN([C@H](C)CO)C(=O)Cc2cc(NC(=O)Nc3ccc(C(F)(F)F)cc3)ccc2O[C@@H]1CN(C)Cc1ccc2c(c1)OCO2	1.4	-0.1	8	-17	7	4	0	-22
O=C1NC[C@@H](CCCCN2C[C@H](Cc3ccccc3)N(Cc3ccccc3)C(=O)C2=O)N(Cc2ccccc2)C1=O	-5.2	0.0	-7	3	.	2	5	-10
Cc1ccc2sc(N3CCN(C(=O)C4=COCCO4)CC3)nc2c1C	-0.4	0.2	0	-25	.	-6	-21	4

3 of these compounds, set out differently.
Values run as follows: CFTR F508del cor	XiGFP reactiv	GSIS activator	PAX8 inh HTS	ARNT TACC3 PPI	ERp5 block	EWS-Fli block	DENV2 CPE rescue
> CCC(=O)N1CCCCN2[C@H](CO)[C@@H](c3ccc(C#CCOC)cc3)[C@@H]2C1
→ -0.9	0.1	18	-22	-7	1	-14	-1
> COc1ccccc1CNC(=O)C1CCCN(S(=O)(=O)c2cccc3cccnc23)C1 (stereo not drawn)
→ -0.6	0.1	-6	-3	.	-8	-5	4
> O=C1CCc2cc(S(=O)(=O)N3CCCCC3)cc3c2N1CC3
→ 1.8	0.0	-7	9	-7	5	1	3

Next section.
SMILES	CFTR F508del cor	XiGFP reactiv	GSIS activator	PAX8 inh HTS	ARNT TACC3 PPI	ERp5 block	EWS-Fli block	DENV2 CPE rescue
COc1ccc(C(=O)O)cc1S(=O)(=O)N1CCCc2ccccc21	1.4	0.3	15	0	11*	3	12	1
O=C(c1cccnc1)N1CCCCN2[C@H](CO)[C@@H](c3ccc(C#Cc4ccccn4)cc3)[C@@H]2C1	-0.2	0.1	-10	0	9	3	0	-1
Cc1noc(C)c1NC(=O)N(C)C[C@H]1Oc2c(NS(=O)(=O)c3c(C)noc3C)cccc2C(=O)N([C@@H](C)CO)C[C@H]1C	-1.0	0.0	13	.	-1	-11	1	-1
COc1ccc(/C(N)=N/OC(=O)C2CCCCC2)cc1	-2.7	-0.1	-5	-264	-6	-10	-76	-4
O=C(CC(c1ccccc1)c1cc(Br)ccc1O)N1CCCCC1 (stereo not drawn)	-0.7	-0.1	-23	-15	2	3	-12	3
COc1ccc(-c2c(=O)n(OC)c3ccccc3[n+]2[O-])cc1OC	-1.2	0.0	17	-4	14	2	-10	2
Cc1ccc(S(=O)(=O)N2CCN(C(=O)Cc3sc(C)nc3-c3ccc(F)cc3)CC2)c(C)c1	-0.8	-0.1	-8	19	2	-3	7	-3
Cc1ccc2sc(N(CCCN(C)C)C(=O)c3ccc(S(=O)(=O)N4CCc5ccccc5C4)cc3)nc2c1C	-2.6	1.8	-52	43	5	5	26	-7
O=C(Nc1nnc(-c2ccncc2)o1)c1cccc(N2C(=O)CCC2=O)c1	1.0	0.0	-1	0	.	8	3	5
Cc1ccc(S(=O)(=O)N2CCN(C(=O)c3ccccc3Cc3ccccc3)CC2)c(C)c1	-1.2	0.1	-20	4	1	9	14	0
COCC#Cc1cnc2c(c1)C(=O)N([C@@H](C)CO)C[C@@H](C)[C@H](CN(C)C(=O)c1cccc(F)c1)O2	-1.6	-0.7	9	10	19	2	-1	-1
C[C@H]1CN([C@@H](C)CO)C(=O)Cc2cc(NS(=O)(=O)c3ccccc3)ccc2O[C@H]1CN(C)Cc1ccc2c(c1)OCO2	0.3	0.0	-11	-3	-2	-1	-3	-3
CCCC#Cc1cnc2c(c1)C(=O)N([C@@H](C)CO)C[C@H](C)[C@H](CN(C)C(=O)NCCC)O2	5.2	-0.2	-4	.	-5	1	3	5
Cc1ccc(NC(=O)C(CC(C)C)NC(N)=O)cc1 (stereo not drawn)	1.5	0.1	4	8	.	3	-5	-2
CC(C)C(=O)Nc1ccc2c(c1)C(=O)N(C)[C@H]1CC[C@H](CC(=O)N[C@@H](C)c3ccccc3)O[C@H]1CO2	1.0	0.2	-2	27	-2	.	-9	8
O=C1N(Cc2ccccc2)c2ccc(Br)cc2[C@]12C[C@H](O)CO2	1.7	-0.1	17	-6	.	2	-1	4
CSc1ncccc1C(=O)OCC(=O)N1CCN(C(=O)c2ccco2)CC1	2.0	4.6	-4	8	.	-1	-4	-1
O=C(Nc1ccc2ccccc2c1[N+](=O)[O-])c1ccccc1	-3.4	0.0	15	-152	3	3	-70	-6
CCOc1ccc(CCNS(=O)(=O)c2ccc3c(c2)N(C(C)=O)CCO3)cc1OCC	2.4	0.0	13	2	7	1	5	?
O=C1C2C3C=CC(C2C(=O)N1c1nccs1)C1C(=O)N(c2nccs2)C(=O)C31 (stereo not drawn)	0.0	0.1	-1	2	0	-5	-4	0
Cc1cc(OCc2cc(C(=O)N3CCN(C)C(=O)[C@@H]3C)no2)cc(C)c1Cl	-0.3	0.0	12	22	2	-6	.	-4
CC(OC(=O)COc1ccc(Nc2ccccc2)cc1)C(=O)N(C)c1ccccc1 (stereo not drawn)	-5.8	0.3	9	-22	12	-2	7	19
COCC#Cc1ccc2c(c1)O[C@@H](CN(C)C(=O)C1CCCCC1)[C@@H](C)CN([C@H](C)CO)S2(=O)=O	1.4	-1.2	0	3	2	-4	0	-3
O=C(Nc1ccc(NC(=O)c2ccccc2)c2ccccc12)c1ccccc1	2.7	0.2	-22	17	.	-9	0	3
CCOc1ncccc1C(=O)OCc1c(F)cccc1Cl	0.4	0.3	38	-8	29	-2	-9	3
CCOC(=O)C(C(=O)Cc1ccccc1)c1ccccc1 (stereo not drawn)	0.5	0.2	6	1	-5	-1	-18	?
COCC(=O)N1CC(=O)N2[C@H](CO)[C@H](c3ccc(C#CC4CC4)cc3)[C@@H]2C1	2.5	0.1	14	-7	.	7	-6	13
O=C(C[C@@H]1CC[C@@H]2[C@H](COC[C@H](O)CN2CCc2ccccc2)O1)N1CCC(Cc2ccccc2)CC1	3.0	-0.1	-40	.	-4	2	.	4
CN1C(=O)C(c2cn(C)c3ccccc23)(c2cn(C)c3ccccc23)c2cc(F)ccc21	-1.1	0.0	8	31	.	2	13	30*
CCOc1ccc(NC(=O)CN2CCCC2c2cccs2)cc1S(=O)(=O)N1CCCC1 (stereo not drawn)	-1.1	0.1	-8	4	10	-4	5	11
CCC(c1ccc(O)cc1)C(CC)c1ccc(O)cc1 (stereo not drawn)	1.6	0.0	-14	3	-2	0	-2	-2
CCN(CC(=O)NC(C)C)C(=O)[C@H](C)NC(=O)c1ccc(Br)cc1	-6.9	0.0	6	8	-3	3	6	13
CC(=O)NC(Cc1ccccc1)C(=O)OCC(=O)c1ccc(Cl)cc1 (stereo not drawn)	.	0.3	-20	-2	-5	.	.	.
COc1ccc(NC(=O)N(C)C[C@H]2Oc3ccc(NC(=O)Nc4ccc(C(F)(F)F)cc4)cc3CC(=O)N([C@@H](C)CO)C[C@H]2C)cc1	1.7	-1.2	-24	?	-2	-2	?	-20
COc1ccc2c(CC(=O)OCC(=O)Nc3cc(C)c(C)cc3[N+](=O)[O-])coc2c1	.	0.4	4	8	-4	5	4	2
O=C(COc1cc2oc(=O)cc(-c3ccccc3)c2cc1Cl)NCCN1CCOCC1	3.5	0.1	19	4	4	7	7	2
CC(=O)Nc1ccc(NC(=O)c2ccc3c(c2)C(=O)N(c2ccccc2C)C3=O)cc1	0.8	0.5	7	3	21	4	11	-3
Cc1ccc(C(c2sc3nc(C)nn3c2O)N2CCN(C(=O)c3ccco3)CC2)cc1 (stereo not drawn)	-2.1	.	2	.	1	-1	2	-5
O=C(CCC(=O)Nc1ccc(F)cc1)N/N=C/c1cccc(Br)c1	-0.1	0.0	-9	9	-12	1	-22	?
S=C(NCc1ccco1)Nc1ccccn1	-0.6	0.0	10	9	-1	-3	5	.
CCOC(=O)c1ccc(NC(=O)Cn2ccc([N+](=O)[O-])n2)cc1	-4.0	-0.2	-2	2	-4	3	-4	-3
O=C(C[C@@H]1C[C@H]2c3cc(NC(=O)Nc4ccc(F)cc4)ccc3O[C@H]2[C@H](CO)O1)NC1CCCC1	-3.0	0.0	-17	14	-3	1	18	3
Cc1ccc(N(C(=O)c2cnccn2)C(C(=O)NC2CCCCC2)c2ccc(O)cc2)cc1 (stereo not drawn)	-2.4	0.0	8	-4	-1	7	-5	-3
